Phagocytosis inh = inhibitors of macrophage phagocytosis, primary screen, imaging, J774A.1 cells, IgG beads | inhibition, % at 5 µM | J774A.1 macrophage IgG-bead phagocytosis | AID 1029, 2008 | 0.07% of 110,000 active;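 active means inhibition above the mean of the plate negative controls plus 5 SD, cut at about 13% in these data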;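 further: phagocytic index as fraction of beads internalized from green versus red external bead signal; plate controls were DMSO negative control for no effect and cytochalasin-D positive control for full effect; some results beyond the cut were filed as inactive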
* = called active by the depositor. Some of the compounds tested; rates above refer to the full screens.

Screening C=CCn1cnc2c(c1=O)c1nc3ccccc3nc1n2Cc1ccccc1 returned Phagocytosis inh -1.8.
`Cc1c(-c2ccccc2)oc2nc3c(c(=O)n(C)c(=O)n3C)n12` gave Phagocytosis inh -0.8.
`CCSc1nc2sc3c(c2c(=O)n1C1CCCCC1)CCN(C)C3` gave Phagocytosis inh -0.5.
Screening COc1cc(-c2nn3c(-c4ccco4)nnc3s2)cc(OC)c1OC returned Phagocytosis inh -0.9.
CC(C)N(C(=O)Cn1c(SCC(=O)N2CCN(c3ccccc3)CC2)nc2ccccc21)C(C)C was read as Phagocytosis inh 1.2.
`CCN(CC)CCCN1C(=O)C(=O)/C(=C(/O)c2ccc(Cl)cc2)C1c1ccccn1` (centres undefined) gave Phagocytosis inh 1.9.
CCn1c(=O)c(C2=NS(=O)(=O)c3ccccc3N2)c(O)c2ccccc21 was read as Phagocytosis inh 1.8.
Screening O=C1NCCCC1C(=O)N1CCN(C(=O)C2CCCNC2=O)CC1 (centres undefined) returned Phagocytosis inh -0.2.
Cn1c(=O)n(CCN2CCOCC2)c(=O)c2c1nc1n2CCCN1c1ccccc1 was read as Phagocytosis inh -1.2.
For COc1ccc(S(=O)(=O)N2CCN(c3ncnc4c(-c5ccccc5)nsc34)CC2)cc1 the results were Phagocytosis inh -0.4.
`Cc1c(-n2cc(C(=O)O)c(=O)c3cc(F)c(N4CCCC4)c(F)c32)c(=O)n(-c2ccccc2)n1C` gave Phagocytosis inh -0.1.
`CCN1C(=O)N(CN2CCOCC2)C2C1N(CN1CCOCC1)C(=O)N2CC` (centres undefined) gave Phagocytosis inh 2.5.
Screening COc1ccc(N2CCCn3c2nc2c3c(=O)n(Cc3ccc(F)cc3)c(=O)n2C)c(OC)c1 returned Phagocytosis inh -1.1.
Screening Cc1noc(C)c1CSc1nnc2cc(C)c3ccccc3n12 returned Phagocytosis inh -0.1.
For CCn1c(=N)c(C(=O)OC)cc2c(=O)n3ccccc3nc21 the results were Phagocytosis inh 1.1.
For O=C(O)CNC1=NCCC1 the results were Phagocytosis inh 0.1.
For CC(C)Sc1nnc(NC(=O)C2CC2)s1 the results were Phagocytosis inh 2.1.
`COc1cc(C)nc(N2CCCC(C(=O)NC3CCC(C)CC3)C2)n1` (centres undefined) gave Phagocytosis inh -1.0.
Screening CCOC(=O)Cc1csc(NC(=O)c2c(O)c3ccccc3n(C)c2=O)n1 returned Phagocytosis inh -0.7.
O=C(CSc1nnc(-c2ccc(Cl)cc2)o1)N1CCN(c2ccccc2)CC1 was read as Phagocytosis inh -1.7.
Screening Cc1ccc2c(c1)[nH]c1c(N3CCN(Cc4ccc5c(c4)OCO5)CC3)ncnc12 returned Phagocytosis inh -0.5.
Cc1cc(C)nc(-n2nc(C)cc2NC(=O)c2cc(=O)c3ccccc3o2)n1 was read as Phagocytosis inh -0.9.
O=c1oc2ccccc2c(O)c1/C=N/c1ncccn1 was read as Phagocytosis inh -0.1.
COc1nc(-c2ccccc2)ccc1-c1noc(-c2ccc(F)cc2)n1 was read as Phagocytosis inh 0.8.
Screening CCOC(=O)c1ccc(N2Cc3cc(C)c(C)cc3C2)cc1O returned Phagocytosis inh 0.9.
CN1CCN(S(=O)(=O)c2ccc(-c3ccc(S(=O)(=O)N4CCN(C)CC4)cc3)cc2)CC1 was read as Phagocytosis inh -0.5.
For COc1nc(-c2ccc(C)cc2)ccc1-c1noc(-c2cccnc2)n1 the results were Phagocytosis inh -0.8.
For Cc1ccc2c(C)nc(NC3=NCN(Cc4ccccc4)CN3)nc2c1 the results were Phagocytosis inh 3.4.
`CSc1nnc2c(n1)OC(C1CC=C(C)CC1)Nc1ccccc1-2` (centres undefined) gave Phagocytosis inh 1.8.
Screening CCOc1cc(NC(=O)c2cnccn2)c(OCC)cc1NC(=O)c1ccc(OC)cc1 returned Phagocytosis inh 2.4.
Screening CCCc1nnc(NC(=O)c2c(O)c3cccc4c3n(c2=O)CCC4)s1 returned Phagocytosis inh -2.0.
`COc1ccccc1NC(=O)CSc1ccc2nnc(-c3ccccn3)n2n1` gave Phagocytosis inh -0.4.
C=CCn1cnc2c(c1=O)c1nc3ccccc3nc1n2/N=C/c1cccc(OC)c1 was read as Phagocytosis inh 0.9.
Screening c1ccc(-n2ncc3c(N4CCN(c5ccccn5)CC4)nc(N4CCCCC4)nc32)cc1 returned Phagocytosis inh 0.0.
For c1ccc(-n2ncc3c2ncn2nc(CSc4nc5ccccc5s4)nc32)cc1 the results were Phagocytosis inh 1.8.
CCOc1ccc(-n2c(SCC(=O)Nc3ccc4c(c3)OCO4)nc3c(c2=O)SCC3)cc1 was read as Phagocytosis inh -1.0.
For O=P(O)(CCCCP(=O)(O)CCc1ccccc1)CCc1ccccc1 the results were Phagocytosis inh 1.2.
Screening COC(=O)c1ccc(-c2nc3ccccc3o2)cc1 returned Phagocytosis inh -0.3.
`Cc1nc(N2CCN(S(=O)(=O)c3ccc(F)cc3)CC2)c2c(C)c(C)sc2n1` gave Phagocytosis inh -0.8.
Cc1ccnc(SCCn2c(Br)nc3c2c(=O)[nH]c(=O)n3C)n1 was read as Phagocytosis inh -0.4.
`COc1ccc(-n2nnnc2Sc2ccc(S(=O)(=O)N3CCOCC3)cn2)cc1` gave Phagocytosis inh -0.9.
`CC1CN(c2nc3ccccc3nc2C(C#N)C(=O)NC2CCCCC2)CC(C)O1` (centres undefined) gave Phagocytosis inh -0.9.
For Clc1cccc(-c2nn3c(COc4ccccc4)nnc3s2)c1 the results were Phagocytosis inh -0.5.
`COC(=O)CSc1nnc2c(C)cc3cc4c(cc3n12)OCCO4` gave Phagocytosis inh -0.2.
O=C(c1ccccc1)n1c(=S)nc2ccccn21 was read as Phagocytosis inh 0.3.
COC(=O)c1cc2c(=O)n3cccc(C)c3nc2n(Cc2cccnc2)c1=N was read as Phagocytosis inh 0.7.
`CC(=O)Nc1cccc2c1[n+]([O-])c(C)c(C)[n+]2[O-]` gave Phagocytosis inh 0.2.
`Cn1c(=O)c2c(nc(SCc3ccccn3)n2C)n(C)c1=O` gave Phagocytosis inh -0.8.
`Cc1ccc(C(=O)C2=C(O)C(=O)N(c3ncccn3)C2c2cccc(Cl)c2)o1` (centres undefined) gave Phagocytosis inh 1.0.
COc1ccc(C(=O)Cn2c(N3CCOCC3)nc3c2c(=O)n(C)c(=O)n3C)cc1 was read as Phagocytosis inh 1.2.
Screening COc1ccc(Nc2nc(N3CCCCC3)nc(N3CCCCC3)n2)c(OC)c1 returned Phagocytosis inh 1.8.
`COc1cccc2[nH]c3c(=O)n(CCN(C)C)cnc3c12` gave Phagocytosis inh -0.7.
`CCN(CC)S(=O)(=O)c1cccc(-c2nnc(SCC(=O)c3cc(C)n(C4CC4)c3C)o2)c1` gave Phagocytosis inh -2.2.
Cc1cc2nc(NC3=NCN(Cc4ccc5c(c4)OCO5)CN3)nc(C)c2cc1C was read as Phagocytosis inh -0.1.
Screening Cc1ccc2cc(C(c3nnnn3C(C)(C)C)N3CCCC3)c(=O)[nH]c2c1C (centres undefined) returned Phagocytosis inh -0.2.
COc1cc(C(=O)Nc2ccc(NC(=O)C(C)C)nc2)cc(OC)c1OC was read as Phagocytosis inh 3.3.
For Cc1cc(N2CCN(C(=O)c3ccco3)CC2)n2nc(C)c(-c3ccc(Cl)cc3)c2n1 the results were Phagocytosis inh -0.9.
`CCOc1ccc2nc(NC(=O)CSc3nnc(-c4ccncc4)n3CC3CCCO3)sc2c1` (centres undefined) gave Phagocytosis inh -0.6.
CCOC(=O)Cn1nnnc1C(CC)N(Cc1cc2c(C)cc(C)cc2[nH]c1=O)C1CCCC1 (centres undefined) was read as Phagocytosis inh -1.7.
Screening CCOC(=O)c1cc2c(=O)n3cccc(C)c3nc2n(Cc2ccccc2Cl)c1=N returned Phagocytosis inh 0.0.

Entries listed so far that have an NH in an aromatic ring (five):
Screening Cc1ccc2c(c1)[nH]c1c(N3CCN(Cc4ccc5c(c4)OCO5)CC3)ncnc12 returned Phagocytosis inh -0.5.
Cc1ccnc(SCCn2c(Br)nc3c2c(=O)[nH]c(=O)n3C)n1 was read as Phagocytosis inh -0.4.
`COc1cccc2[nH]c3c(=O)n(CCN(C)C)cnc3c12` gave Phagocytosis inh -0.7.
Screening Cc1ccc2cc(C(c3nnnn3C(C)(C)C)N3CCCC3)c(=O)[nH]c2c1C (centres undefined) returned Phagocytosis inh -0.2.
CCOC(=O)Cn1nnnc1C(CC)N(Cc1cc2c(C)cc(C)cc2[nH]c1=O)C1CCCC1 (centres undefined) was read as Phagocytosis inh -1.7.

Back to the main list, repeating the 6 entries before the break.
Screening Cc1ccc2cc(C(c3nnnn3C(C)(C)C)N3CCCC3)c(=O)[nH]c2c1C (centres undefined) returned Phagocytosis inh -0.2.
COc1cc(C(=O)Nc2ccc(NC(=O)C(C)C)nc2)cc(OC)c1OC was read as Phagocytosis inh 3.3.
For Cc1cc(N2CCN(C(=O)c3ccco3)CC2)n2nc(C)c(-c3ccc(Cl)cc3)c2n1 the results were Phagocytosis inh -0.9.
`CCOc1ccc2nc(NC(=O)CSc3nnc(-c4ccncc4)n3CC3CCCO3)sc2c1` (centres undefined) gave Phagocytosis inh -0.6.
CCOC(=O)Cn1nnnc1C(CC)N(Cc1cc2c(C)cc(C)cc2[nH]c1=O)C1CCCC1 (centres undefined) was read as Phagocytosis inh -1.7.
Screening CCOC(=O)c1cc2c(=O)n3cccc(C)c3nc2n(Cc2ccccc2Cl)c1=N returned Phagocytosis inh 0.0.
O=P(O)(CCCP(=O)(O)CCc1ccccc1)CCc1ccccc1 was read as Phagocytosis inh 0.5.
`CCC(C)n1c(C)nc2c(c1=O)c1nc3ccccc3nc1n2-c1ccc2c(c1)OCCO2` (centres undefined) gave Phagocytosis inh 0.5.
For COc1ccc(-n2nnc3c(=O)n(CC(=O)N4CCC(Cc5ccccc5)CC4)cnc32)cc1 the results were Phagocytosis inh 0.9.
For O=C(Nc1cccc(-c2nnc(-c3ccccc3)o2)c1)c1ccco1 the results were Phagocytosis inh 0.2.
For Cc1sc2nc(C(C)Sc3nnc(C)n3-c3ccccc3)[nH]c(=O)c2c1C (centres undefined) the results were Phagocytosis inh 0.4.
For COC(=O)c1ccc(C2C(C(=O)OC(C)C)=C(C)N=C3SCCC(=O)N32)cc1 (centres undefined) the results were Phagocytosis inh 1.8.
O=c1[nH]c2cc3c(cc2cc1C(c1nnnn1C1CCCC1)N1CCCc2ccccc21)OCCO3 (centres undefined) was read as Phagocytosis inh -0.4.
Cc1ccc(C2C(C(=O)c3sc(C)nc3C)=C(O)C(=O)N2CCCN(C)C)o1 (centres undefined) was read as Phagocytosis inh -0.2.
`C/C(Cl)=C/Cn1c(SCC(C)C)nc2c1c(=O)[nH]c(=O)n2C` gave Phagocytosis inh 0.7.
For COc1cc2cc(CN(Cc3nnnn3C3CCCC3)C3CCCC3)c(=O)[nH]c2cc1OC the results were Phagocytosis inh 0.8.
CCN(CC)c1ccc2cc(C(=O)Nc3cccnc3N3CCOCC3)c(=O)oc2c1 was read as Phagocytosis inh 0.0.
`O=C(CCCC(=O)N1CCc2ccccc21)N1CCc2ccccc21` gave Phagocytosis inh -0.8.
`Cc1ccc2c(COC(=O)c3cnc(C)cn3)cc(=O)oc2c1` gave Phagocytosis inh -0.2.
CCCn1c(=O)c2ccccc2n2c(SCC(=O)c3cc(C)n(CCOC)c3C)nnc12 was read as Phagocytosis inh 0.1.
`COc1cccc(-c2nn3c(-c4ccco4)nnc3s2)c1` gave Phagocytosis inh -1.0.
Cc1nn(C(=O)c2ccoc2C)c(N)c1-c1ccccc1 was read as Phagocytosis inh 0.3.
`O=C(CSc1ccccn1)N1CCN(C(=O)CSc2ccccn2)CC1` gave Phagocytosis inh 0.2.
`COc1ccc(N2CCn3c2nc2c3c(=O)n(CCc3ccccc3)c(=O)n2C)cc1` gave Phagocytosis inh -0.3.
CCN1CCN(C(=O)c2cc3c(=O)n4ccccc4nc3n2Cc2ccccc2)CC1 was read as Phagocytosis inh -0.7.
`Cc1ccc(-n2ncc3c2ncn2c(-c4ccncc4)nnc32)cc1` gave Phagocytosis inh -0.1.
Screening COc1ccc(Cl)cc1Nc1nc(N2CCCC2)nc(N2CCCC2)n1 returned Phagocytosis inh -1.6.
`CCn1cc(C(=O)NCc2ccc(OC)cc2OC)c(=O)c2ccc(C)nc21` gave Phagocytosis inh -2.0.
Cc1cc2ccccc2n2c(SCC(=O)N3CCN(C(=O)c4ccco4)CC3)nnc12 was read as Phagocytosis inh -0.3.
O=c1c2ccccc2nnn1CSc1nc2ccccc2c(=O)n1Cc1ccco1 was read as Phagocytosis inh 0.2.
`CCCCc1nc2ccccc2c(=O)n1NC(=O)c1c(O)c2cccc3c2n(c1=O)CC3` gave Phagocytosis inh -0.3.
`O=C1c2ccccc2C(=O)N1Cc1nc(-c2ccccc2)no1` gave Phagocytosis inh -1.3.
`COc1ccc(CCNC(=O)CSc2nc(C)nc3c2c(=O)n(C)c(=O)n3C)cc1OC` gave Phagocytosis inh -0.9.
`CCOc1cc(N2CCOCC2)c(OCC)cc1NC(=O)c1ccc(=O)n(Cc2ccccc2)n1` gave Phagocytosis inh -0.6.
Screening Cn1c(=O)c2c(nc(NCCCN3CCOCC3)n2Cc2ccc(Cl)cc2Cl)n(C)c1=O returned Phagocytosis inh -0.6.
`COc1cc(C2C(C(=O)c3sc(C)nc3C)=C(O)C(=O)N2CCN(C)C)cc(OC)c1OC` (centres undefined) gave Phagocytosis inh -0.5.
For COc1ccccc1-c1nn2c(-c3ccc(C(C)(C)C)cc3)nnc2s1 the results were Phagocytosis inh 0.3.
Cc1cc(C)n2nc(C(=O)Nc3ccccc3N3CCOCC3)nc2n1 was read as Phagocytosis inh -0.4.
Screening COc1ccc2nc(NC3=NCN(CC4CCCO4)CN3)nc(C)c2c1 (centres undefined) returned Phagocytosis inh 0.6.
Screening Cc1csc2ncc(C(=O)NCc3ccc4c(c3)OCO4)c(=O)n12 returned Phagocytosis inh 2.1.
For O=c1nc2n(c3ccccc13)Cc1ccccc1-2 the results were Phagocytosis inh 1.3.
`CCOc1ccccc1Nc1ncnc2c1cnn2-c1ccccc1` gave Phagocytosis inh -1.1.
For Cc1ccccc1COc1ccc(/C(O)=C2/C(=O)C(=O)N(CCCn3ccnc3)C2c2ccco2)cc1 (centres undefined) the results were Phagocytosis inh 0.2.
`CCN1CCC(C(=O)NC2CCCC2)(N(Cc2cccs2)C(=O)Cn2nnc3ccccc32)CC1` gave Phagocytosis inh -0.2.
